# CRFR2-BP ag: agonists of CRF-BP/CRF-R2 complex, primary screen, cell-based, HEK293, calcium dye fluorescence, uHTS; 350,000 tested, 0.46% active; activation, % at 13.2 µM; CRF-binding protein / CRF receptor 2 complex (human); calcium dye fluorescence (FLIPR); percent of saturating CRF peptide response; AID 588473, 2011;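 active means activation of at least 50%, plus an integration ratio under a set limit after plate pattern correction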;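 further: plate controls were neutral control wells without compound for no effect and CRF at EC100 for full effect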
# CHO-K1 Ca PAM: nonselective calcium activators in parental CHO-K1 cells, primary screen, counter-screen for M1 PAM project, cell-based, Fluo-8 calcium fluorescence, full deck, 1536-well. ATP EC20; 0% at ATP EC20, 100% at ATP max. activation, % at 3 µM. 360,000 tested, 0.02% active;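 active means activation above the run cutoff, the mean activation of all test compounds plus 3 SD, cut at about 40% in these data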;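 further: peak over basal fluorescence ratio in a 140 s read after ATP addition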
# TAAR1 antagonist: human TAAR1 antagonists, primary screen, Fluo-8 calcium fluorescence, CHO RD-HGA16 cells; inhibition, % at 3 µM; 360,000 tested, 1.5% active; Trace amine-associated receptor 1 (Homo sapiens), Q96RJ0; AID 624466, 2012; antagonist;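 active means inhibition above a per-plate cutoff, the mean inhibition of test compounds on that plate plus 3 SD, cut at about 49% in these data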;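 further: 0% = DMSO plus EC80 beta-PEA response and 100% = DMSO alone without agonist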
#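 Material: RD-HGA16 CHO cells with stable hTAAR1 and Gα16; Dosing: single nominal final test compound concentration of 3 µM; Schedule: seeding 17-24 h prior, 75-min 37 °C, 30-min RT dye loading; Detection: kinetic Fluo-8 calcium fluorescence measurement; Measure: % inhibition from peak post-agonist over basal fluorescence ratio; Benchmarks: vehicle and agonist controls.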
# CRFBP-R2 block: antagonists of CRF-BP/CRF-R2 complex, primary screen, cell-based, HEK293, calcium dye fluorescence, uHTS; CRF-induced calcium fluorescence; inhibition, % at 11.8 µM; 350,000 tested, 0.59% active; AID 588475, 2011;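 active means inhibition of the ligand-induced calcium signal above about 50% at the single tested concentration, limit read from the data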
# TAAR1 agonist: human TAAR1 agonists, primary screen, Fluo-8 calcium fluorescence, CHO RD-HGA16 cells. vehicle wells 0%, saturating PEA agonist 100%. activation, % at 3 µM. 360,000 tested, 0.99% active. AID 624467, 2012;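 active means activation above the mean activation of all test compounds in the run plus 3 SD, cut at about 38% in these data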
#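 Repeats: no replicates (n 1) | Material: CHO-derived RD-HGA16 cells with stable Gα16 and human TAAR1 | Technique: Kinetic Fluo-8 calcium fluorescence | Schedule: 17-24 h seeding, 75 min 37 °C dye, 30 min RT | Evaluation: % activation from peak over basal fluorescence ratio, DMSO-to-PEA scaled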
# CHRM5 PAM: human M5 muscarinic receptor positive allosteric modulators, primary screen, CHO-K1 cells, Fluo-8 calcium fluorescence; CHO-K1 hM5, ACh EC20 PAM; 0% = ACh EC20, 100% = ACh EC100; activation, % at 3 µM; 360,000 tested, 0.3% active; AID 624038, 2012;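 active means activation above the run cutoff, the mean activation of all test compounds plus 3 SD, cut at about 18% in these data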
# Target sequence (P08912 whole entry, looked up): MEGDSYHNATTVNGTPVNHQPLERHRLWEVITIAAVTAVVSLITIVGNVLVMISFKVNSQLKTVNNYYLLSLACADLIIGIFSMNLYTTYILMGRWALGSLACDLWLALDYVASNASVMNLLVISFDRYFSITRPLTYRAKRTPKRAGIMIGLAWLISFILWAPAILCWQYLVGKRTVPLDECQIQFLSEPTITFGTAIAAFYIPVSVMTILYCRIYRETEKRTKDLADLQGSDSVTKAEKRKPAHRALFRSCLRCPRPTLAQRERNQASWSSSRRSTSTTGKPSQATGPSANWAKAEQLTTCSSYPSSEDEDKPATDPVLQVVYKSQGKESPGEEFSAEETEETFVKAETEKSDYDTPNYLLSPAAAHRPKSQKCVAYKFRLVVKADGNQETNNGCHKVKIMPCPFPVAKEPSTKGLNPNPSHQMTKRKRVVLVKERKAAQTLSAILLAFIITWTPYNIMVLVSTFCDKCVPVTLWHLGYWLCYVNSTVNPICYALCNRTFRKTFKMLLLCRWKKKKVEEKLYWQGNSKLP
#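 Probe or stimulus: acetylcholine, EC20 level; Assay system: human M5 receptor in CHO-K1 cells; Schedule: compound preincubation 140 s before EC20 acetylcholine addition; Technique: intracellular calcium via Fluo-8 fluorescence; Dosing: single-point, 3 µM nominal; Read-out basis: percent activation from peak-over-basal fluorescence ratio, scaled EC20-to-EC100 acetylcholine; Repeats: one well per compound, no replicates.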
# M5 antag: human M5 muscarinic receptor antagonists, primary screen, CHO cells, Fluo-8 calcium fluorescence; 360,000 tested, 0.59% active; CHO-hM5 cells, ACh EC80; inhibition, % at 3 µM; Muscarinic acetylcholine receptor M5 (Homo sapiens), P08912;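 active means inhibition above a per-plate cutoff, the mean of that plate's test compounds plus 3 SD, cut at about 27% in these data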;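 further: 0% = acetylcholine EC80 with DMSO and 100% = DMSO without agonist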
# M4 PAM: human M4 muscarinic receptor positive allosteric modulators, primary screen, CHO-K1 cells, Fluo-8 calcium fluorescence; Muscarinic acetylcholine receptor M4 (Homo sapiens), P08173; CHO-K1 hM4/Gqi5, ACh EC20; 0% = ACh EC20, 100% = maximal ACh; activation, % at 3 µM; 360,000 tested, 0.4% active; AID 624126, 2012;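 active means activation above its plate's cutoff, the mean activation of sample wells plus 3 SD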; further: some results filed as inactive read as strong as hits
# Target sequence (P08173 whole entry, looked up): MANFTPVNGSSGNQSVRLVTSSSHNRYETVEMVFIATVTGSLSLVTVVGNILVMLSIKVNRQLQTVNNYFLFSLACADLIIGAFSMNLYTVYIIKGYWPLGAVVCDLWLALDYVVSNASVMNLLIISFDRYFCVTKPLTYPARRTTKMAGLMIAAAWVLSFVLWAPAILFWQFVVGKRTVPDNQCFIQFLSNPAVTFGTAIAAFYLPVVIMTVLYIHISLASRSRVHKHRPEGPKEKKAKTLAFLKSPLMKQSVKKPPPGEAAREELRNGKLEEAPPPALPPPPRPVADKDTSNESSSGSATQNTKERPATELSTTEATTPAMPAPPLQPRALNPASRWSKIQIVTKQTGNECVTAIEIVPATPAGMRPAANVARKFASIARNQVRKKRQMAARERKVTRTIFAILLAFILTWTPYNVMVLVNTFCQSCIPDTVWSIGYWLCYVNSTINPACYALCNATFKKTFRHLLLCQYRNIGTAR
# M5 ag: human M5 muscarinic receptor agonists, primary screen, CHO-K1 cells, Fluo-8 calcium fluorescence. Muscarinic acetylcholine receptor M5 (Homo sapiens), P08912. CHO-K1 hM5 cells; 0% DMSO wells, 100% maximal acetylcholine response. AID 624037, 2012. 360,000 tested, 0.19% active. activation, % at 3 µM;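 active means activation above the run's mean over test compounds plus 3 SD, cut at about 23% in these data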;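 further: signal is peak over basal fluorescence ratio across the kinetic read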
# Numbers without * were called inactive; nt = no result given.
structure	CRFR2-BP ag	CHO-K1 Ca PAM	TAAR1 antagonist	CRFBP-R2 block	TAAR1 agonist	CHRM5 PAM	M5 antag	M4 PAM	M5 ag
CC(=O)Oc1ccc(OC(C)=O)c2c1C1C=CC2CC1	0.9	-11.1	-2.5	1.3	0.5	-7.8	7.6	-1.6	6.6
COCc1cc(Sc2c(Cl)cccc2Cl)nc(-c2ccccc2)n1	3.5	18.0	17.2	-21.1	5.7	-8.3	-3.6	0.4	-1.8
CN(C)c1ccc(CNC(=O)CCS(=O)(=O)c2ccc3c(c2)oc(=O)n3C)cc1	-0.3	8.9	-5.8	-7.5	0.3	1.5	-6.3	0.8	-1.9
Nc1ncnc2c1ncn2[C@@H]1O[C@H](C(=O)Nc2cc(C(F)(F)F)cc(C(F)(F)F)c2)[C@@H](O)[C@H]1O	nt	-4.1	-19.0	nt	4.0	2.3	12.0	-0.8	1.4
CCC(=O)Nc1ccc(S(=O)(=O)NCc2ccco2)cc1	-0.7	4.4	-6.1	6.7	1.6	-2.4	-4.2	3.6	1.5
CN1CCN(S(=O)(=O)c2ccc(N)cc2)CC1	-0.5	-6.4	1.9	5.9	-0.5	0.1	-3.0	2.8	-5.2
COc1cnc(-c2ccccc2)nc1Oc1ccc(C(C)(C)C)cc1	-0.2	-0.5	5.6	-12.2	11.6	1.7	1.9	-6.3	4.0
Cc1[nH]c(=O)cc2ccccc12	-0.5	15.0	-10.2	-21.5	-1.6	5.1	-1.7	5.6	-0.7
COc1ccc(C(=O)Nc2ccc(C(=O)NCC3CCCO3)cc2)c(OC)c1OC (stereo not given)	-0.9	-15.8	-23.0	4.0	10.1	6.3	-1.2	3.2	5.7
CCOC(=O)C1=C(C)NC(=O)NC1c1ccc(F)cc1 (stereo not given)	-1.0	19.9	-8.5	4.7	1.4	-0.5	-2.8	2.3	-1.8

# Three entries from above, ordered by their value in M4 PAM, highest first.
Molecule	CRFR2-BP ag	CRFBP-R2 block	CHRM5 PAM	M5 antag	M4 PAM	M5 ag
COc1ccc(C(=O)Nc2ccc(C(=O)NCC3CCCO3)cc2)c(OC)c1OC (stereo not given)	-0.9	4.0	6.3	-1.2	3.2	5.7
CCOC(=O)C1=C(C)NC(=O)NC1c1ccc(F)cc1 (stereo not given)	-1.0	4.7	-0.5	-2.8	2.3	-1.8
COCc1cc(Sc2c(Cl)cccc2Cl)nc(-c2ccccc2)n1	3.5	-21.1	-8.3	-3.6	0.4	-1.8

# Going on with the list.
structure	CRFR2-BP ag	CHO-K1 Ca PAM	TAAR1 antagonist	CRFBP-R2 block	TAAR1 agonist	CHRM5 PAM	M5 antag	M4 PAM	M5 ag
C=CCN1CCN(c2ccncc2S(=O)(=O)N2CCCCC2)CC1	-2.8	5.0	-8.5	16.3	0.1	-14.1	2.5	-1.2	-7.5
O=C(NNc1nc2ccc(F)cc2s1)c1cccc(F)c1	0.9	-4.0	7.3	-12.0	17.5	2.1	2.8	-0.9	7.3
Cc1ccc2c(c1)N(CCC(=O)NCCCN1CCCC1)C(=O)CO2	-1.0	8.8	5.3	4.7	-1.1	-2.5	7.2	-7.2	-7.6
COc1ccc(F)cc1-c1cc(NC(C)=O)c2ncc(-c3cccc(C(F)(F)F)c3)n2c1	nt	8.7	42.1	nt	1.1	-2.9	8.8	-1.0	1.1
COc1cccc(N2CCN(C(=O)c3cc(-c4ccc(F)cc4)[nH]c3C)CC2)c1	-0.2	12.2	16.4	-6.2	6.8	-7.0	8.1	-5.7	-4.2
CCOC(=O)c1ccc(N/C=C2/CCCC(C)C2=O)cc1 (stereo not given)	-0.4	4.2	14.8	-2.2	6.6	-1.7	-4.4	4.0	-0.1
COC(=O)C1=CN(Cc2ccc(OC)cc2)C=C(C(=O)OC)C1c1ccc(O)c(OC)c1	-1.6	18.3	-10.1	-26.4	0.9	2.3	11.7	2.2	-6.1
O=[N+]([O-])c1ccc(Sc2cccc3cccnc23)c2cccnc12	8.6	11.5	6.5	-12.5	13.0	4.0	4.3	0.1	3.1
COc1ccc(CCNC(=O)COC(=O)Cn2cnc3c2c(=O)n(C)c(=O)n3C)cc1	-0.4	-0.8	-23.1	-8.8	5.6	-1.6	11.0	-3.4	0.7
Cn1c2ccccc2c(=O)c2c(O)cccc21	2.8	12.2	9.2	-26.9	-1.5	5.4	4.6	6.7	-6.2
Cc1c(Cl)cccc1NC(=O)NCc1ccc(C)n1C	-0.1	9.3	-7.1	-3.4	5.1	-7.6	6.2	-9.2	-0.8
Cc1[nH]c(=O)[nH]c(=O)c1CSc1nnc([C@@H](NC(=O)OC(C)(C)C)C(C)C)o1	-0.2	21.2	-3.6	19.9	2.5	6.3	-0.6	12.8	1.1
CCn1cc(CN2CCC(C(=O)Nc3ccc(Oc4ccccc4)nc3)CC2)cn1	0.7	-11.4	-20.9	5.1	-0.4	-2.6	-2.1	2.4	-4.1
CCS(=O)(=O)Nc1cccc(C2=NN(S(C)(=O)=O)C(c3cccs3)C2)c1 (stereo not given)	2.5	-12.4	-19.1	-9.9	5.2	-3.3	2.1	4.5	-3.3
COC(=O)CCCCC1=CCC2C(=O)C=C(O)C2C1 (stereo not given)	nt	7.1	-11.0	nt	0.0	0.7	1.2	0.9	0.7
O=C(Cc1ccc(Cl)c(Cl)c1)NC1CCCCCC1	-0.6	17.1	-10.1	-1.1	-1.3	-3.1	9.4	-2.7	-3.3
CO[C@H]1[C@@H]2C=CO[C@@H](O[C@H]3O[C@@H](CO)[C@H](O)[C@@H](O)[C@@H]3O)[C@@H]2[C@@]2(CO)O[C@@H]12	-1.0	-2.4	3.3	7.6	9.9	10.1	-1.2	-0.8	4.5
CC(=O)c1ccc(NC(=O)Nc2ccc(S(=O)(=O)N3CCCC3)cc2)cc1	0.1	-27.5	11.6	8.6	18.5	-12.4	9.4	-10.4	1.6
COc1cc(S(=O)(=O)Nc2cccc3cn[nH]c23)c(OC)cc1Cl	-1.2	8.9	-7.4	-20.2	1.4	0.2	-0.9	2.4	-2.0
CC(C)C[C@@H](CNCC(=O)[C@H](C)NC(=O)c1[nH]cnc1C(=O)N[C@@H](C)CN)NC(=O)c1nc[nH]c1C(=O)N[C@@H](C)C(=O)O	-3.9	1.9	2.9	-0.5	0.1	-4.8	5.5	13.1	1.1
O=C(Nc1ccc2c(c1)CN(Cc1ccccc1O)CC2)C1CCCO1 (stereo not given)	-1.5	-13.7	-9.8	-3.2	0.6	-1.2	13.0	-0.9	-4.8
CCn1c(-c2nn(-c3ccc(C)cc3)ccc2=O)n[nH]c1=S	-0.1	18.9	10.3	-1.4	7.2	7.4	-0.3	8.9	-0.5
O=[N+]([O-])c1ccc(N2CCOCC2)cc1NCc1ccccc1	-1.4	15.2	-4.8	63.8*	2.5	3.3	3.4	10.2	-5.8
CCOc1ccc2[nH]cc(S(=O)(=O)c3ccc(F)cc3)c(=O)c2c1	-1.0	18.1	-4.6	-1.5	-2.1	1.1	1.1	4.9	-0.4
COc1ccc(S(=O)(=O)NCc2ccco2)cc1-c1nnc2c3ccccc3c(C)nn12	-3.7	4.5	-0.3	-12.2	6.3	8.9	-7.2	5.3	2.0
CCOc1ccc(NC(=O)CSc2nnc(-c3ccoc3C)n2CC2CCCO2)cc1 (stereo not given)	1.0	14.8	15.1	-15.5	2.0	3.8	-6.9	3.1	-9.2
COCCN=C1NC(=O)C(CC(=O)Nc2cccc(Cl)c2C)S1 (stereo not given)	2.5	-3.9	-20.4	-0.2	7.4	-2.0	12.6	-1.0	-2.2
CCCCNC(=S)N/N=C/C1=CCC2CC1C2(C)C (stereo not given)	-0.4	10.9	15.3	-17.1	-2.6	-10.4	3.3	-21.9	-6.6
CC1(C(=O)NS(=O)(=O)C2CC2)CCCN(C(=O)COc2ccc(Cl)cc2Cl)C1 (stereo not given)	nt	-1.5	5.2	nt	2.2	-0.5	-7.4	-1.6	-0.9
Cc1ccc(C(O)CN2C3=NCCCN3c3ccccc32)cc1 (stereo not given)	0.1	17.2	-13.2	16.1	4.7	4.2	-6.5	-0.9	0.6
CC1=C(C(=O)OCCBr)C(c2cccc3ccccc23)NC(=O)N1 (stereo not given)	-0.1	5.5	-3.0	7.2	0.5	-4.2	5.2	-2.8	-2.4
CCOC(=O)C1=C(O)CSC1=Nc1cccc(Cl)c1	-3.9	12.7	1.0	7.7	3.3	5.9	-1.4	7.4	-0.6
COc1ccc(CCNC(=O)Cn2c(=O)c3cccn3c3cccnc32)c(OC)c1OC	1.8	5.9	2.6	14.1	3.8	2.0	-10.7	1.3	-0.5
CC1(C(=O)NS(=O)(=O)C2CC2)CCCN(C(=O)c2cccc(C(F)(F)F)c2)C1 (stereo not given)	nt	-11.8	-6.9	nt	2.2	-1.2	-1.6	1.0	-0.3
CCOC(=O)Cc1cc(=O)[nH]c(=O)[nH]1	-0.3	19.4	-12.4	-3.2	12.7	-2.1	4.6	0.7	-1.1
Cc1ncc([N+](=O)[O-])n1CCOC(=O)NC(NCc1ccccc1)C(Cl)(Cl)Cl (stereo not given)	-0.7	14.5	-5.5	0.8	0.3	-2.8	2.1	2.8	0.5
O=C(c1ccco1)N1CCN(CC(O)COc2ccc3oc4ccccc4c3c2)CC1 (stereo not given)	-0.1	10.6	12.1	-2.6	24.8	-11.8	17.5	-5.4	-1.1
O=C(Nc1ccccc1Cl)c1cc(C2CCCN(C(=O)c3ccc4c(c3)CCO4)C2)on1 (stereo not given)	nt	2.0	-6.3	nt	0.9	-1.5	6.5	-2.2	0.6
CCc1nn(CC(=O)NCCCN(C)Cc2ccccc2)c(=O)c2cc3sc(C)cc3n12	0.5	20.6	-27.6	-14.4	0.3	10.1	-10.5	-7.0	-7.5
Cc1ccc(NC(=O)Cc2nnc(SCC(=O)Nc3nncs3)n2C)cc1	0.6	13.5	-22.8	6.3	0.7	-4.7	14.5	-0.2	-1.0
C=CCNc1nc(NCCOC)c2sc(-c3ccccc3)cc2n1	nt	3.9	13.8	nt	4.3	-8.4	11.3	-6.0	-1.1
CCOC(=O)N1CCN(C(=O)CN(c2cccc(C)c2)S(=O)(=O)c2ccc(C)cc2)CC1	-0.3	21.9	-0.1	-26.8	-0.5	2.2	-1.8	-0.9	3.1
